# PTHR1 ag – qHTS for PTHR1 Agonists: Primary Screen; Parathyroid hormone/parathyroid hormone-related peptide receptor (Homo sapiens), Q03431; HEK293 GP2 PTHR1 cells, GloSensor cAMP luminescence, 1 h; Potency, µM (series often up to 115 µM), for inactives: at the highest dose activation, most hits filed as activators; hit rate 0.075% among 410,000; also: potency is read from the fitted curve at half-maximal effect; nearly all actives have a fitted effect of over 55% in size; some results filed as inactive show a strong effect at the top dose; inactives centre near -15; many of its hits are not listed in these tables
# Target sequence (Q03431 whole entry, looked up): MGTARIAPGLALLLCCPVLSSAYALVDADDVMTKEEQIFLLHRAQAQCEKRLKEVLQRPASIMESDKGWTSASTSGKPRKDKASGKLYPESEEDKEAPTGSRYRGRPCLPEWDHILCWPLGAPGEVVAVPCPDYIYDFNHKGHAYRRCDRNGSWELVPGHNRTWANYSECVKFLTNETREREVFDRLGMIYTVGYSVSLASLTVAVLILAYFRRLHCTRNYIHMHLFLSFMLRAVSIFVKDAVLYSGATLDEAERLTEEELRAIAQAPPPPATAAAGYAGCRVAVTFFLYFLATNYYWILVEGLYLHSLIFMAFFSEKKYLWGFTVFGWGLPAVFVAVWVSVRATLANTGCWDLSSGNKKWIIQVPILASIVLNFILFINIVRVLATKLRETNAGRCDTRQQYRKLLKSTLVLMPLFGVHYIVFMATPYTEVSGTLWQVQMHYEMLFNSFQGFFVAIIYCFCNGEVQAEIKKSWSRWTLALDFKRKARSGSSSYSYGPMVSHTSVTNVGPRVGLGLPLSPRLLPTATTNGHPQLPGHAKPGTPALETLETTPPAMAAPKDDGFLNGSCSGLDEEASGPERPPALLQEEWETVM
#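 HEK-293-derived GP2 cells expressing PTHR1 and a GloSensor cAMP reporter, 3,000/well, plated overnight, given luciferin plus IBMX (each 0.5 mM as added) for 1 h at 37 °C, then compound for 1 h at 37 °C. Luminescence was read after 15 min at room temperature.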
# aSyn yeast inh – qHTS of alpha-syn Inhibitors; hit rate 0.14% among 370,000; Potency, µM (highest dose often 46.1 µM), inactives show top-dose growth rescue (activation), actives largely listed as activators; Yeast expressing alpha-synuclein, growth rescue, BacTiter-Glo, 24 h; AID 652106, 2013; also: potency is read from the fitted curve at half-maximal effect; % of control where 0% means no effect; nearly all actives have a fitted effect of over 65% in size
#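 Galactose-induced alpha-syn yeast (OD600=0.02, raffinose-pregrown) + pinned cpd, 24 hr, 30 deg C; growth by BacTiter-Glo luminescence. Growth restoration scores as activation.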
# KB-V1 MDR tox – qHTS assay for MDR1-selective chemotherapeutics: Primary screen using the drug-selected MDR subline cells KB-V1; Potency, µM (top dose mostly 46.1 µM), for the others: at the highest dose activity change, negative = cytotoxicity, usual class: cytotoxic; hit rate 3.4% among 400,000; KB-V1 MDR cells viability, CellTiter-Glo, 72 h; also: potency is read from the fitted curve at half-maximal effect; % is scaled to controls: 0 for no effect and ±100 for the full control effect; nearly all actives have a fitted effect of over 60% in size
#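 Luminescent ATP read-out (CellTiter-Glo, 10 min) measures survival of drug-selected KB-V1 MDR cells after 72 h, 37 degrees C compound exposure. Medium: phenol-red-free DMEM, 10% FBS. Values from fitted concentration-response curves.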
# HEK293 tox – qHTS of GLP-1 Receptor Inverse Agonists: Cytotox Screen; HEK293 cAMP-luciferase reporter cells, luminescence, 24 h; Potency, µM (doses to about 38.3 µM), inactives show top-dose activity change, negative = inhibition, actives largely listed as inhibitors; hit rate 0.13% among 410,000; AID 624418, 2012;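 also: loss of luciferase light is scored as toxicity; potency is read from the fitted curve at half-maximal effect; % is scaled to controls: 0 for no effect and ±100 for the full control effect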
#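 Quantitative HTS format, 1536 wells, 200 cells/uL seeded. Compounds: 23 nL, 24 h, 37 °C. Detection: luciferase reagent, luminescence at 12 min RT; decreased signal taken as cytotoxic.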
# GLP1R ag – qHTS of GLP-1 Receptor Agonists | hit rate 0.007% among 380,000 | Glucagon-like peptide 1 receptor (Homo sapiens), P43220 | HEK293 GLP-1R CRE-luciferase, luminescence, 4-6 h; cells express a hypersensitive GLP-1R form | Potency, µM (highest dose often 45.6 µM), for inactives: at the highest dose activation, usual class: activators; also: potency is read from the fitted curve at half-maximal effect; % of control where 0% means no effect
# GLP-1R inv ag – qHTS of GLP-1 Receptor Inverse Agonists (Inhibition Mode); Glucagon-like peptide 1 receptor (Homo sapiens), P43220; HEK293 GLP-1R CRE-luciferase, luminescence, 24 h; GLP-1R form is constitutively active; Potency, µM (titrated, usually from 38.3 µM), without a hit: top-dose activity change, negative = inhibition, usual class: inhibitors; hit rate 1.6% among 410,000; AID 624417, 2012; also: potency is read from the fitted curve at half-maximal effect; % is scaled to controls: 0 for no effect and ±100 for the full control effect; nearly all actives have a fitted effect of over 55% in size
#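 Using stably transfected HEK293 (constitutively active GLP-1R, cAMP-luciferase reporter), compounds were incubated 24 hr and luciferase measured by luminescence.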
# DRD3 agonist – qHTS of D3 Dopamine Receptor Agonist: qHTS | AID 652048, 2013 | hit rate 0.58% among 410,000 | D3R DiscoveRx beta-arrestin cells, luminescence, 90 min | max activation, % | D(3) dopamine receptor (Homo sapiens), P35462; in the data active = max activation above about 30%; also: 0% is about no effect; mostly tested at two doses, the higher about 12 µM
# Target sequence (P35462 whole entry, looked up): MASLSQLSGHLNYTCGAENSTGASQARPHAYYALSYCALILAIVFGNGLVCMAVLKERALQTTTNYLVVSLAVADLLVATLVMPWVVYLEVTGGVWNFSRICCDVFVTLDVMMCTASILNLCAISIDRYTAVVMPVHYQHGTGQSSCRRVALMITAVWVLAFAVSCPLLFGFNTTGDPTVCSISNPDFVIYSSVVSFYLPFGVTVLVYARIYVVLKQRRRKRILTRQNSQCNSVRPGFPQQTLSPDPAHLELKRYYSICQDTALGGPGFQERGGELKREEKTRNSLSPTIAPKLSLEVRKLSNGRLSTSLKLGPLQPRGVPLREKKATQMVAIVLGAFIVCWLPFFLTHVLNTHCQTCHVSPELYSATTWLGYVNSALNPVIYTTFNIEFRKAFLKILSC
#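 Cells at 1500/well, incubated overnight, then treated with pinned compounds (dopamine as control) for 90 min at 37 degrees C. DiscoveRx reagent added for 30 - 60 minutes at room temperature; luminescence read.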
# D3 antag – qHTS of D3 Dopamine Receptor Antagonist: qHTS. D(3) dopamine receptor (Homo sapiens), P35462. D3R cells, DiscoveRx beta-arrestin luminescence, antagonist mode; active compounds read low. max response, negative = inhibition, %. hit rate 2.5% among 360,000. AID 652054, 2013; in the data active = max response below about -50%; inconclusive = no clear call, values can overlap the other calls; also: % is scaled to controls: 0 for no effect and ±100 for the full control effect; mostly tested at two doses, the higher about 12 µM
#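 Cells expressing the human receptor were seeded at 1500 cells/well, incubated overnight at 37 degrees C in 5% CO2, then exposed to library compounds with dopamine controls for 90 minutes at 37 degrees C before luminescent detection.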
# TDP-43 yeast inh – qHTS of TDP-43 Inhibitors; hit rate 1.8% among 410,000; TDP-43 expressing yeast growth rescue, BacTiter-Glo, 24 h; Potency, µM (top dose mostly 46.1 µM), for inactives: at the top dose growth rescue (activation), most hits filed as activators; also: potency is read from the fitted curve at half-maximal effect; % of control where 0% means no effect; nearly all actives have a fitted effect of over 50% in size
#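 Growth rescue of TDP-43-toxic yeast measured as ATP luminescence (BacTiter-Glo). Cells grown to mid-log in raffinose, induced in galactose at OD600=0.02, exposed to compound 24 hr at 30 deg C.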
# * hit, by the source's call; i = inactive; u = inconclusive; x = no result given; [ ] = another dose, or the depositor's remark. Unless noted, calls follow the shape of the dose curve; as a rule, active = well fitted curve in the direction sought with a large enough effect; inconclusive = small, poorly fitted or top-dose-only effect, or another doubt; inactive = no such curve, though single readings can be large; an effect the other way counts as inactive or inconclusive. Some of the compounds tested (hit frequency here may not be typical).
1: CCN(CC(=O)NCc1cccs1)C(=O)c1ccc(S(=O)(=O)Nc2ccccc2Cl)cc1
2: CC(C)N1C(=O)/C(=C\c2nc3ccccc3c(=O)[nH]2)c2ccccc21
3: C=CCC1(CC=C)CCCN1C(=O)c1cc(COc2ccc(F)c(F)c2)on1
4: CCOc1ccc(C(=O)c2cn(CC(=O)Nc3ccc(F)cc3)c3cc4c(cc3c2=O)OCCO4)cc1
5: CCCCCCCOC(=O)C[N+](C)(C)CCOC1CC2CCC1(C)C2(C)C (stereo not drawn)
6: CCC(C)Nc1nc2c(c(=O)[nH]c(=O)n2C)n1CCC(C)C (stereo not drawn)
7: O=[N+]([O-])c1ccc2c(c1)S(=O)c1ccccc1-2 (stereo not drawn)
8: C/C(=N\NC(=O)OC(C)(C)C)c1ccc[nH]1
assay / compound | 1 | 2 | 3 | 4 | 5 | 6 | 7 | 8
PTHR1 ag | i | -88%[inhibitor] | -69%[inhibitor] | i | -52%[inhibitor] | -3%[57.5 µM] | i | -4%
aSyn yeast inh | -1% | -77%[inhibitor] | -2% | x | -35%[inhibitor] | -8% | 18% | 0%
KB-V1 MDR tox | 0% | -13% | -24% | u | -4% | -11% | -5% | 0%
HEK293 tox | -1% | 3% | 8% | -4% | 11µM* | -12% | -6% | 2%
GLP1R ag | -2% | -27% | 4% | 0% | 7% | 2% | 2% | 3%
GLP-1R inv ag | 2% | u | 2.8µM* | -6% | u | 54%[activator] | 35%[activator] | -8%
DRD3 agonist | -7 | -4 | -6 | -6 | -15 | 3 | -5 | 0
D3 antag | 1 | -7 | -10 | x | -29 | 13 | 17 | 1
TDP-43 yeast inh | 2% | -23% | -26% | 0% | 0%[0.397 µM] | 6% | -11% | -12%

# Reprinted from the part before: three compounds, followed by the next part.
6: CCC(C)Nc1nc2c(c(=O)[nH]c(=O)n2C)n1CCC(C)C (stereo not drawn)
7: O=[N+]([O-])c1ccc2c(c1)S(=O)c1ccccc1-2 (stereo not drawn)
8: C/C(=N\NC(=O)OC(C)(C)C)c1ccc[nH]1
9: COc1ccc(CNC(=O)c2cnc3ccc(C)cn3c2=O)cc1
10: COc1cccc(=O)c2c(C)n(-c3ccc(C(=O)O)cc3)c(C)c12
11: O=C(CSc1nc2ccccc2[nH]1)NC1CCS(=O)(=O)C1 (stereo not drawn)
12: COc1ccc(CCNS(=O)(=O)CCNC(=O)c2ccc3c(c2)OCO3)cc1OC
13: COc1ccc(N(CC(=O)Nc2ccc(S(=O)(=O)N3CCCC3)cc2)S(C)(=O)=O)cc1OC
14: CC(=O)N1CSCC1C(=O)NNS(=O)(=O)c1cccc(C(F)(F)F)c1 (stereo not drawn)
15: COc1ccccc1OCC(=O)Nc1c(C(=O)c2ccc(F)cc2)oc2ccccc12
16: Cc1cc(NC(=O)CCCn2nc([N+](=O)[O-])c(Cl)c2C)no1
assay / compound | 6 | 7 | 8 | 9 | 10 | 11 | 12 | 13 | 14 | 15 | 16
PTHR1 ag | -3%[57.5 µM] | i | -4% | i | i | -17%[57.5 µM] | -4% | -21%[57.5 µM] | -21% | 12% | 1%
aSyn yeast inh | -8% | 18% | 0% | x | 11% | 0% | -4% | -3% | -5% | 4% | 0%
KB-V1 MDR tox | -11% | -5% | 0% | u | 0% | 3% | -4% | 6% | -4% | -36% | 10%
HEK293 tox | -12% | -6% | 2% | -1% | -7% | -21% | 2% | 3% | 5% | 5% | 1%
GLP1R ag | 2% | 2% | 3% | x | -2% | 0% | 14% | 0% | 0% | -2% | 0%
GLP-1R inv ag | 54%[activator] | 35%[activator] | -8% | 5% | 0% | -4% | 6% | 32%[activator] | 11% | 4% | 11%
DRD3 agonist | 3 | -5 | 0 | 2 | -12 | -8 | -3 | -9 | 8 | -2 | -6
D3 antag | 13 | 17 | 1 | x | -12 | -15 | -3 | -14 | 1 | x | -21
TDP-43 yeast inh | 6% | -11% | -12% | 13% | 9% | -11% | -13% | -8% | 13% | 20% | -4%

17: O=C(Nc1cccc(F)c1)c1ccc(S(=O)(=O)NCC2CCCO2)cc1 (stereo not drawn)
18: CCOC1=C2CN(S(=O)(=O)c3ccc(C)cc3)CC[C@@H]2N(S(=O)(=O)c2ccc(C)cc2)[C@H](c2ccccc2)C1
19: COc1ccc(NC(=O)COC(=O)CCCc2c[nH]c3ccccc23)cc1OC
20: O=C1ON=C(c2ccccc2)/C1=C/c1ccc(O)c(O)c1
21: COc1ccc(-c2nc3c(c(SCC(=O)Nc4ccc(C(=O)O)cc4)n2)Cc2ccccc2O3)cc1
22: O=S(=O)(/N=C(\c1ccc(F)cc1)N1CCOCC1)c1ccccc1
23: O=C(/C=C/c1ccccc1)Nc1nc2n(n1)C(c1ccc(F)cc1)C=C(c1ccccc1)N2 (stereo not drawn)
24: COc1ccc(OC)c(CC(NC(C)=O)C(=O)NC2CCN(c3nc(OC)nc(OC)n3)CC2)c1 (stereo not drawn)
assay / compound | 17 | 18 | 19 | 20 | 21 | 22 | 23 | 24
PTHR1 ag | i | -22% | -2%[57.5 µM] | -90%[inhibitor] | i | i | 10% | i
aSyn yeast inh | -3% | -4% | 1% | 5µM* | -10% | 0% | x | -1%
KB-V1 MDR tox | 16µM* | 15% | -11% | -8% | x | 4% | -9% | 0%
HEK293 tox | 1% | -6% | 6% | u | 4% | 2% | 24% | 9%
GLP1R ag | -2% | 7% | 15% | -5% | x | -2% | x | 4%
GLP-1R inv ag | -29% | 3% | 0% | 39%[activator] | 0% | 9% | -22% | 22%
DRD3 agonist | -30 | 3 | 4 | -2 | 18 | 2 | -4 | -1
D3 antag | -11 | 3 | 25 | -27 | x | 3 | x | 4
TDP-43 yeast inh | -11% | 18% | -23% | u | 11% | 19% | 17%[9.22 µM] | 12%

25: ClC1(Cl)CC1CSc1nnc(-c2ccncc2)o1 (stereo not drawn)
26: Cc1ccc2c(c1)COc1c3ccc(C(=O)N4CCOCC4)cc3nn1-2
27: CN(C)CCOC(=O)/C(=C/c1cn(C)c2ccccc12)NC(=O)c1ccccc1
28: O=C(CSC1=NCCS1)Nc1nc2c(s1)CCCC2
29: Cc1cc(C)c(S(=O)(=O)N2CCN(C(=O)c3cc4ccccc4o3)CC2)c(C)c1
30: COc1ccc(Cl)cc1C(=O)Nc1ccc(NC(C)=O)cc1
31: Cc1cc(C)c(C)c(S(=O)(=O)NC(C)C(=O)O)c1C (stereo not drawn)
32: Cc1cccc2cc(CN(Cc3ccc(F)cc3)C(=O)N3CCOCC3)c(=O)[nH]c12
assay / compound | 25 | 26 | 27 | 28 | 29 | 30 | 31 | 32
PTHR1 ag | i | -51%[inhibitor] | i | -53%[inhibitor][57.5 µM] | i | i | i | -11%[57.5 µM]
aSyn yeast inh | -8% | -6% | 2% | 0% | 0% | 7% | -1% | 2%
KB-V1 MDR tox | -4% | -14% | -9% | -21% | u | -13% | -2% | -5%
HEK293 tox | -1% | 12% | 7% | -8% | 8% | 3% | 2% | u
GLP1R ag | -3% | -2% | 10% | 3% | -1% | 12% | -6% | -4%
GLP-1R inv ag | 2% | 15% | -26% | 9% | u | 5% | 16% | 0%
DRD3 agonist | 16 | 21 | -7 | -3 | -17 | -3 | 2 | 2
D3 antag | 23 | -5 | 9 | 5 | -6 | 6 | -11 | 12
TDP-43 yeast inh | u | 10% | 13% | u | 18% | -1% | -6% | -15%

33: COc1ccc(NC(=O)CC2C(=O)N(c3cccc(OC)c3)C(=O)N2C(C)C)cc1 (stereo not drawn)
34: C=CCSc1nc2sc3c(c2c(=O)[nH]1)CC(C)(CC)OC3 (stereo not drawn)
35: C=C1CC[C@@H]2[C@](C)(CCC[C@@]2(C)/C=C/[C@@H](O)C(C)(C)O)[C@H]1CC(=O)NCCS(=O)(=O)O
36: O=C(COC(=O)CCCOc1ccc(Cl)cc1Cl)Nc1cccc(Cl)c1
37: COc1ccccc1[C@H]1C(c2cccc(C)c2)=NN(c2ccccc2)[C@@H]1CO
38: CC(C)(CN1CCc2ccccc2C1)NS(=O)(=O)c1ccc(Cl)cc1
39: O=C(CSc1ccc([N+](=O)[O-])cc1)NCC1CCCCC1
40: N#Cc1ccc(OCC(=O)Nc2nc(-c3cccnc3)cs2)cc1
41: COc1ccc(CC(C)N2CCN(c3ccccc3)CC2)cc1OC (stereo not drawn)
42: CCOc1ccc(-c2cccc(NC(=O)c3ccco3)c2)nn1
43: CC1CCCN(C(=O)COC(=O)CSc2ccc(C(N)=O)cc2[N+](=O)[O-])C1 (stereo not drawn)
assay / compound | 33 | 34 | 35 | 36 | 37 | 38 | 39 | 40 | 41 | 42 | 43
PTHR1 ag | -7% | -2% | -19% | -2% | 2% | -12% | i | -10% | u | -9% | -36%[inhibitor]
aSyn yeast inh | 7% | 1% | 0% | 13% | u | 6% | 3% | -1% | -1% | -9% | 3%
KB-V1 MDR tox | -7% | -3% | u | 12% | 0% | -11% | 13% | 23% | 0% | -28% | -13%
HEK293 tox | 2% | -3% | -4% | -2% | 168%[activator] | 3% | -5% | -1% | -9% | -21% | -1%
GLP1R ag | 2% | 7% | -4% | -1% | -1% | 15% | 8% | -8% | 0% | 1% | 10%
GLP-1R inv ag | 17% | 20% | 16% | 17% | u | u | -38% | 5% | 0% | -18% | 37%
DRD3 agonist | 3 | -8 | -12 | -12 | -20 | -18 | -3 | 3 | -18 | 3 | -17
D3 antag | 5 | 0 | 1 | -16 | 21 | u | 0 | -6 | -147* | 11 | 3
TDP-43 yeast inh | 18% | 1% | 12% | u | 18% | -3% | 0% | -4% | -24% | u | -13%
